CHT allo act: human CHT allosteric activation | Q9GZV3 | 0.49% of 310,000 active | CHT-expressing cells, membrane potential dye, choline EC20; stronger effect = higher value; LV-AA mutant CHT in HEK293 cells | B-score at 10 µM;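 active = initial fluorescence not abnormally high and integrated response B-score, plate-corrected, over 3 SD above library mean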
Target sequence (Q9GZV3 whole entry, looked up): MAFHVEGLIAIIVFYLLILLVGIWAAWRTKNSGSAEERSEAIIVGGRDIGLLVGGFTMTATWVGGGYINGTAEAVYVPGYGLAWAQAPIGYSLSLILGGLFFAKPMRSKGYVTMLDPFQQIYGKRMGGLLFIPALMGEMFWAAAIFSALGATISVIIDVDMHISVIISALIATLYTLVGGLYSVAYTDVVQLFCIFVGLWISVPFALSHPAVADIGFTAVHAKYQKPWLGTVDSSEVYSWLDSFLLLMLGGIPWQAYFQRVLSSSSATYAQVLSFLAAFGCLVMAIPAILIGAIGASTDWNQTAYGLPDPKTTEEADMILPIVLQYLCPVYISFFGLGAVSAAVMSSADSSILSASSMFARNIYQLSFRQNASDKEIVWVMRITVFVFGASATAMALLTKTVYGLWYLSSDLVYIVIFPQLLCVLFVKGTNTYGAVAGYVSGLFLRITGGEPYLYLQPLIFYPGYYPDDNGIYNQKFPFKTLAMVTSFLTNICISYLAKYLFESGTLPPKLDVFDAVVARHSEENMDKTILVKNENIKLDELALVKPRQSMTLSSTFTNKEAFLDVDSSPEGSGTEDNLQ
OX1R antag: human HCRTR1 antagonism; inhibition, % at 5 µM; CHO/OX1R cells, Fluo-8 calcium fluorescence, orexin A; 0.43% of 330,000 active; O43613;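 active = inhibition above its plate's threshold, mean inhibition of all tested compounds on the plate plus 3 SD, cut at about 37% in these data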;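 note: 0% = orexin A challenge wells and 100% = SB-334867-A antagonist wells; not every result past the cut was called active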
Target sequence (O43613 whole entry, looked up): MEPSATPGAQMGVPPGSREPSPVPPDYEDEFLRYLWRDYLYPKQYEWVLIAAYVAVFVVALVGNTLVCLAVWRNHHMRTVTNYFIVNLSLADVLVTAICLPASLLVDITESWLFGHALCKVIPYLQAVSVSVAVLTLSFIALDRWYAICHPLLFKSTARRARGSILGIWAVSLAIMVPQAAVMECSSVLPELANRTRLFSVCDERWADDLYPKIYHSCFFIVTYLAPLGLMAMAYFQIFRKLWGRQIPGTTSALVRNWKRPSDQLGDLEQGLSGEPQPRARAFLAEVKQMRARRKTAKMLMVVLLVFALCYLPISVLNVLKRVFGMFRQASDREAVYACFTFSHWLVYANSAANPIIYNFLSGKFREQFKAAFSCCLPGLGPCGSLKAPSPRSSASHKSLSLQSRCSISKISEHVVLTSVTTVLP
Starred values were filed as active, the others as inactive; i = inactive; nt = no result given.

# | Compound | CHT allo act | OX1R antag
1 | O=C1C2CCCN2C(=O)N1CCCCN1CCN(c2ccc(F)cc2)CC1 (centres undefined) | i | -6
2 | CCOC(=O)C1CCN(C(=O)c2cccc(S(=O)(=O)N(CC)c3ccccc3)c2)CC1 | nt | -1
3 | CC(=C/c1ccccc1)/C=N/Nc1nc(N2CCCCC2)nc(N2CCCCC2)n1 | i | 0
4 | O=C(NC1CCN(C(=O)Nc2cccc(Cl)c2)CC1)C1CCCCC1 | i | -21
5 | CCN(CC)S(=O)(=O)c1ccc(NC2=NS(=O)(=O)c3ccccc32)cc1 | i | 6
6 | Cc1c(NC(=O)C(C)Sc2nc(N)cc(=O)[nH]2)c(=O)n(-c2ccccc2)n1C (centres undefined) | nt | -8
7 | Cc1ccc(N(C(=O)c2csnn2)C(C(=O)NC2CCCCC2)c2ccco2)cc1 (centres undefined) | i | -13
8 | O=C(CS(=O)(=O)c1cn(CC(=O)N2CCOCC2)c2ccccc12)NCc1ccc(F)cc1 | i | -21

The list continues.
# | Compound | CHT allo act | OX1R antag
9 | COc1ccc(N(CC(=O)N2CCN(c3ccc(F)cc3)CC2)S(=O)(=O)c2c(C)noc2C)cc1 | i | -13
10 | Cc1ccc(O)c(C2=NNC(O)(C(F)(F)F)C2)c1 (centres undefined) | i | -12
11 | CCN(CC)CCCN(C(=O)c1ccco1)c1nc(-c2ccc(C)cc2)cs1 | i | -17
12 | CCN(CC)CCOC(=O)C(Cc1cccc2ccccc12)CC1CCCO1 (centres undefined) | i | -27
13 | Fc1ccc(OCc2cc(-c3ccccc3)no2)cc1 | i | -24
14 | O=C(COC(=O)c1c[nH]c(=O)[nH]c1=O)Nc1ccccc1F | i | -1
15 | CCOCc1c(C(=O)Nc2cc(OCC)c(N3CCOCC3)cc2OCC)oc2ccccc12 | i | -29
16 | COc1ccc(CCNc2cc(N3CCN(C(=O)c4ccccc4OC)CC3)ccc2[N+](=O)[O-])cc1OC | i | -41

New compounds follow.
# | Compound | CHT allo act | OX1R antag
17 | COc1ccc(NC(=O)COc2coc(CN3CCCc4ccccc43)cc2=O)cc1 | i | -27
18 | Cc1ccc(SCC(=O)N/N=C/c2ccco2)cc1 | i | 6
19 | CCOc1ccccc1Oc1coc2cc(OC)ccc2c1=O | i | -15
20 | CC(NC(=O)c1ccc([N+](=O)[O-])cc1[N+](=O)[O-])c1ccc(-c2ccccc2)cc1 (centres undefined) | i | 9
21 | CC(=O)N(CCN(C)C)c1nc2cc3c(cc2s1)OCCO3 | i | -1
22 | CCOc1ccc(N(CC(=O)Nc2ccc(C)c(F)c2)C2=NC3CS(=O)(=O)CC3S2)cc1 (centres undefined) | i | -7
23 | C=CC1C(OC2OC(CO)C(O)C(O)C2O)OC=C(C(=O)OC)C1CC1CC(=O)CC(CC(=O)CCc2ccc(O)cc2)O1 (centres undefined) | i | -13
24 | O=C(Nc1ccccc1)OC1CCS(=O)(=O)C1 (centres undefined) | i | 2

New compounds follow:
# | Compound | CHT allo act | OX1R antag
25 | C/C(=N/NC(=O)c1cccc(N2CCCC2=O)c1)c1ccc(Br)cc1 | i | -21
26 | O=C(Cc1ccc(S(=O)(=O)N2CCCCC2)s1)Nc1ccc(F)cc1F | i | -7
27 | Cc1cc(C)cc(-n2c(SCC(=O)NCc3ccc4c(c3)OCO4)nc3ccccc3c2=O)c1 | i | -11
28 | CSc1nc(C=Nc2ccccc2Cl)c(O)n1Cc1cccc(Cl)c1 | i | -21
29 | Cc1cc(C(F)(F)F)c(C#N)c(Sc2ccccc2)n1 | i | -11
30 | CCn1nc(C)c(NS(=O)(=O)c2ccccc2)c1C | i | 23
31 | CCCS(=O)(=O)Nc1c(C(=O)OC)[nH]c2ccccc12 | i | 13
32 | Cc1cc(NO)nc(-c2ccc(Br)cc2)n1 | i | -6

(cont.)
# | Compound | CHT allo act | OX1R antag
33 | CCOc1ccc(-c2[nH]nc3c2C(c2cccnc2)C(C#N)=C(N)O3)cc1 (centres undefined) | i | -17
34 | O=C(Cn1nc(C(=O)O)c2ccccc2c1=O)Nc1cccc(Br)c1 | i | 7
35 | O=C(N/N=C\c1c(O)ccc2ccccc12)c1ccc(Cn2cccn2)o1 | i | -17
36 | Cc1ccc(NC(=O)CCC(=O)N/N=C/c2cccs2)cc1 | i | -10
37 | COc1ccccc1NC(=S)N1CCN(c2nc(-c3ccccc3)cs2)CC1 | i | -24
38 | Cc1ccc(N2CN(CCC3=CCCCC3)CNC2=S)cc1 | i | -14
39 | Cc1c(NC(=O)C(C)OC(=O)c2ccccc2O)c(=O)n(-c2ccccc2)n1C (centres undefined) | nt | -7
40 | C1CCN=C(Nc2nc3c(s2)CCCC3)CC1 | i | 0

Following part.
# | Compound | CHT allo act | OX1R antag
41 | COc1ccc(C(=O)CCC(C)(C)[N+](=O)[O-])cc1 | i | 0
42 | O=C(Nc1ccc(C(F)(F)F)cc1)N1CCN(c2ccnc3cc(Cl)ccc23)CC1 | i | -2
43 | c1ccc(CN(Cc2ccccc2)Cc2nnc(-c3cc4ccccc4[nH]3)s2)cc1 | nt | -26
44 | Cc1noc(C)c1S(=O)(=O)N(C)C[C@H]1Oc2c(NC(=O)Nc3ccc4c(c3)OCO4)cccc2C(=O)N([C@H](C)CO)C[C@@H]1C | nt | -42
45 | N/C(=N\OC(=O)c1ccccc1Cl)c1ccccc1 | i | -13
46 | C[C@@H]1CCCCCCCCC(=O)OCCN(C(=O)OC(C)(C)C)[C@H](C)CCCCCCCCC(=O)OCCN(C(=O)OC(C)(C)C)[C@H](C)CCCCCCCCC(=O)OCCN1C(=O)OC(C)(C)C | nt | -4
47 | Cc1nc(-c2ccc(F)cc2)c(CC(=O)N2CCN(S(=O)(=O)c3cccc(F)c3)CC2)s1 | i | -27
48 | CCC(NS(=O)(=O)c1cccs1)c1ccc(C)cc1 (centres undefined) | nt | 13

Next results.
# | Compound | CHT allo act | OX1R antag
49 | CC(C)C[C@H](NC(=O)c1nc[nH]c1C(=O)NCCNC(=O)OC(C)(C)C)C(=O)CNCCNC(=O)c1[nH]cnc1C(=O)N[C@@H](C)C(=O)OC(C)(C)C | nt | -10
50 | CCOC(=O)N1CCc2c(sc(NC(=O)Cc3ccccc3)c2C(=O)c2ccc(OC)cc2)C1 | i | -39
51 | Cc1cc(C)n(-c2ccc(NC(=O)C3CCN(Cc4cc(C)c(C)o4)CC3)cc2)n1 | i | -7
52 | COC(=O)c1ccc(CSc2n[nH]c(-c3ccccc3)n2)o1 | i | -3
53 | Nc1cc(N)nc(SCC(=O)Nc2ccccc2)n1 | i | -16
54 | O=C1N(CC(=O)N2CCc3ccccc32)CCN1Cc1ccc(Cl)cc1 | i | -20
55 | COCCCn1c(=N)c(C(=O)NCc2ccc3c(c2)OCO3)cc2c(=O)n3ccccc3nc21 | i | -18
56 | Cn1c(=O)[nH]c(=O)c2c1nc(Br)n2CCCSc1nc2ccccc2o1 | i | -30

The results go on.
# | Compound | CHT allo act | OX1R antag
57 | CCC(=O)N1CCc2cc(Br)cc(S(=O)(=O)NCC3CCCN3CC)c21 (centres undefined) | i | -13
58 | CCCC1c2ccc(C)n2CCN1C(=O)Nc1ccccc1Cl (centres undefined) | i | 0
59 | COc1ccc(N2CCN(C(=O)c3ccc4c(=O)n(Cc5ccc6c(c5)OCO6)c(=O)[nH]c4c3)CC2)cc1 | i | -11
60 | Oc1[nH]c2ccccc2c1N=NC(=S)N1CCOCC1 | i | -10
61 | CCC/C(=N/NC(=O)c1ccc2c(c1)OCO2)c1cccs1 | i | -12
62 | CCN1CCN(C(=O)c2sc3ncnc(N4CCc5ccccc5C4)c3c2C)CC1 | i | -20
63 | O=C(NC12CC3CC(CC(C3)C1)C2)C1CCCN1C(=O)Nc1ccccc1 (centres undefined) | i | 5
64 | CCOC(=O)C1=C(C)OC(N)=C(C#N)C1c1ccccc1 (centres undefined) | i | -3

The list continues.
# | Compound | CHT allo act | OX1R antag
65 | O=C(NCc1ccccn1)c1cn(Cc2ccccc2)nn1 | i | -7
66 | O=C(NCCc1ccc2c(c1)OCCO2)c1cccc(S(=O)(=O)N2CCCC2)c1 | nt | -17
67 | Cc1ccc(NS(=O)(=O)c2ccc(Cl)c(C(=O)Nc3ccccc3-c3nc4ccccc4[nH]3)c2)cc1C | i | -9
68 | COc1ccc(NC(=O)CSc2nc(C3CC3)nc3ccccc23)cc1 | i | -14
69 | NNC(=O)CCc1nc2ccc(O)cc2[nH]1 | i | -5
70 | CCCC(c1nnnn1Cc1cccs1)N1CCN(c2nc3ccccc3s2)CC1 (centres undefined) | i | -17
71 | O=C(CNC(=O)C1COc2ccccc2O1)N/N=C\c1ccc(Br)cc1 (centres undefined) | i | -16
72 | Cc1ccc2nc3c(cc2c1)c(NS(=O)(=O)c1ccccc1)nn3CC(C)C | i | -15

(list continues)
# | Compound | CHT allo act | OX1R antag
73 | COc1cccc(C2C3=C(CC(C)(C)CC3=O)Nc3cc(OC)c(OC)cc32)c1 (centres undefined) | i | -31
74 | COc1cccc(Cl)c1NC(=O)N1CCN(c2cc(C)nc3ccccc23)CC1 | 6.7* | -31
75 | Cc1cc(C)c(CN2CCN(C(=O)Cn3cnc(C(=O)Nc4ccc(C)c(C)c4)n3)CC2)c(C)c1 | nt | 59*
76 | CCC1CCCCN1C(=O)CCn1ccnc1 (centres undefined) | i | -11
77 | CC(C)Nc1nnc(Sc2ccc(Cl)cc2[N+](=O)[O-])s1 | i | -11
78 | COc1ccc(CC(=O)NCCc2ccc(Cl)cc2Cl)cc1 | i | -20
79 | COc1cccc(C(=O)N/N=c2/oc3ccccc3cc2C(N)=O)c1 | i | -7
80 | CCCCNC(=S)NNC(=O)c1nn(C)c(C)c1Cl | i | -6

Other entries follow.
# | Compound | CHT allo act | OX1R antag
81 | Cc1nc2ccccn2c1C(=O)CSc1ccccc1 | i | -3
82 | O=C(COC(=O)c1ccc2c(c1)S(=O)(=O)N=C1CCCCCN12)NCCc1ccc(F)cc1 | i | -9
83 | C=CCNC(=O)Nc1ccc(F)cc1F | i | -5
84 | Cc1cc(Cl)cc2sc(NC(=O)C3CC3)nc12 | i | -16
85 | CCCN(CC(=O)Nc1ccccc1OC)C(=O)c1ccc2[nH]c3c(c2c1)CC(C)CC3 (centres undefined) | nt | 16
86 | CN(CCOc1ccc(-c2ccn(S(=O)(=O)c3ccc(Cl)cc3)n2)cc1)c1ccccn1 | i | -5
87 | CCCC1=NN(C(=O)C(=O)Nc2ccc(Br)cc2)C(O)(C(F)(F)F)C1 (centres undefined) | i | -12
88 | CCCC(=O)N(CCN1CCOCC1)c1nc2cc(C)c(C)cc2s1 | i | -21

Next section.
# | Compound | CHT allo act | OX1R antag
89 | CC(=O)Nc1ccccc1NC(=O)c1cc(C)ccc1C | i | 7
90 | NNC(=O)CCn1nnc2ccccc21 | i | -19
91 | CCOC(=O)c1ccc(NC(=S)NC(=O)C2CCCC2)cc1 | i | -15
92 | C=CCN(CC=C)C(=O)COC(=O)c1n[nH]c2ccccc12 | i | -17
93 | O=C(OCc1c(F)cccc1Cl)c1cc([N+](=O)[O-])ccc1N1CCOCC1 | i | -18
94 | Cc1ccc(NC(=O)c2nc[nH]c2C(=O)N2CCc3ccccc3C2)cc1 | nt | -24
95 | NCCOc1ccccc1-c1ccccc1 | i | -11
96 | CN1CCN(C(=O)CNc2ccc(C(F)(F)F)cc2[N+](=O)[O-])CC1 | i | -13

(further entries)
# | Compound | CHT allo act | OX1R antag
97 | COc1ccccc1OCCC(=O)OCC(=O)Nc1ccc2c(c1)OCO2 | nt | -19
98 | C[C@@H]1C(=O)O[C@@H]2[C@H](O)C34[C@H]5C[C@@H](C(C)(C)C)C36[C@H](OC(=O)[C@@H]6O)OC4(C(=O)O5)[C@@]12O (some centres undefined) | i | -3
99 | CCCCN1CNC(=S)N(CCc2ccccc2)C1 | i | -2
100 | CCCCN1CC[C@H]2C=CC[C@@H](C(=O)Nc3ccc(OC)cc3)[C@H]2C1=O | i | -20
101 | COc1cc(CN2CCCC(CO)(Cc3cccc(Cl)c3)C2)cc2c1OCO2 (centres undefined) | i | -19
102 | COC(=O)Nc1nnc(-c2ccco2)s1 | i | -25
103 | Cc1ccccc1NC1=C(Cl)C(=O)OC1NC(=O)c1ccccc1 (centres undefined) | i | -8
104 | CC(C)OC(=O)NCCOC(=O)Nc1ccc(Cl)cc1 | i | 29

Continued:
# | Compound | CHT allo act | OX1R antag
105 | N#Cc1c(-c2ccccc2)cc2nc3ccccc3n2c1N | i | -20
106 | Cc1cc(OCc2cc(C(=O)N(C)C3CCOC3)no2)cc(C)c1Cl (centres undefined) | i | 21
107 | COc1ccc(NC(=O)C2CCCN(C(=O)Nc3ccc(F)cc3)C2)cc1OC (centres undefined) | i | -14
108 | Nc1nc2n(n1)C(c1cccc(Cl)c1)CC(c1ccc(F)cc1)N2 (centres undefined) | i | -9
109 | COC(=O)CNC(=O)c1ccc(F)cc1 | i | 0
110 | COc1ccc(C(=O)CSc2nnc(COc3ccc(C#N)cc3)n2-c2ccccc2)cc1 | i | -8
111 | Cc1ccc(Cl)cc1NC(=S)N(CCCN1CCOCC1)Cc1ccco1 | i | -24
112 | O=C(c1ccc(S(=O)(=O)NCc2ccco2)cc1)N1CCN(c2ccccc2)CC1 | nt | -9

(list continues)
# | Compound | CHT allo act | OX1R antag
113 | COc1cc(CNS(=O)(=O)c2ccc3c(c2)CC(C)N3C(C)=O)cc(OC)c1OC (centres undefined) | i | -19
114 | Cc1ccc(NC(=S)N2CCN(S(C)(=O)=O)CC2)cc1 | i | nt
115 | CNC(=O)c1ccc(Nc2nnc(-c3ccc(C(N)=O)cc3)c3ccccc23)cc1 | i | -17
116 | Cc1ccccc1Cn1nc(C)c(NC(=O)c2cc(-c3ccco3)on2)c1C | i | -20
117 | Cc1nc2cc(Cl)c(Cl)cc2nc1C | i | -9
118 | Cc1ccc(CNc2ccc3c(c2)ncn3C(C)C)cc1 | i | -11
119 | Cc1ccc(NC(=O)CCNS(=O)(=O)c2ccc3c(c2)CCC(=O)N3)c(Br)c1 | i | -29
120 | Cc1ccccc1CN1CCN(CC(=O)NCc2ccccn2)C1=O | i | 10
121 | CCCCCC(=O)Nc1cccc(C2=NOC3(C2)C[C@@H](C(N)=O)N(C(=O)c2ccc(OC)cc2)C3)c1 (some centres undefined) | i | -25

Compound activity (PubChem BioAssay)
